NR2F2 inh = inhibitors of human COUP-TFII (NR2F2); HEK293T NGFI-A luciferase reporter, luminescence; inhibition, % at 8.6 µM; 370,000 compounds, 0.7% hits; P24468;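 active = inhibition above a per-plate cutoff, mean inhibition of test wells between control levels plus 3 SD, cut at about 38% in these data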;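 also: cells cotransfected with COUP-TFII expression vector driving the NGFI-A reporter; 0% = median of COUP-TF2 test wells and 100% = reporter-only cells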
TROY NFkB inh = TROY signaling inhibition; Q293 LMP1-TROYcd NF-kB luciferase reporter, 4 h; 360,000 compounds, 0.98% hits; inhibition, % at 10 µM;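 active = compounds whose plate-normalised and pattern-corrected inhibition of the luciferase reporter signal at the single screening dose is 50% or more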
LMP1 NFkB inh = inhibitors of Epstein-Barr LMP1-induced NF-kappaB reporter; LMP1-induced NF-kappaB luciferase reporter cells, luminescence; inhibition, % at 12.5 µM; 350,000 compounds, 0.69% hits; in the data active = inhibition above about 41%;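 also: 0% = neutral control wells and 100% = reference inhibitor control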
Vif imaging = inhibitors of HIV Vif | inhibition, % at 7.49 µM | HEK293T cells, Vif self-association by quenched fluorescence, imaging, 24 h | 340,000 compounds, 0.35% hits | AID 602346; in the data active = inhibition above about 50%, passing the limit was not always enough; also: some results filed as inactive read as strong as hits
C8 TRAIL sens = caspase-8 TRAIL sensitization; NB7+C8 cells + TRAIL, ATPlite viability luminescence; inhibition (viability loss, TRAIL sensitization), % at 10 µM; 360,000 compounds, 1% hits;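 active = compounds causing at least 50% loss of cell viability in the single-dose screen, relative to plate controls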
NR5A2 inv ag = inverse agonists of human LRH-1 (NR5A2); O00482; HEK293T StAR-luciferase reporter, LRH-1 transfected, 24 h; inhibition, % at 3.6 µM; 360,000 compounds, 0.13% hits;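 active = inhibition above the mean inhibition of all tested compounds plus 3 SD, cut at about 73% in these data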;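 also: 0% = DMSO wells and 100% = reporter-only cells lacking LRH-1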
TLR9-MyD88 block = blocks human TLR9 binding to MyD88 | CHO BLA complementation TLR9-MyD88, CCF4 FRET ratio | inhibition, % at 4.98 µM | 340,000 compounds, 0.21% hits;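 active = inhibition above the mean over all tested compounds plus 3 SD, cut at about 21% in these data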;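 also: 0% = DMSO only wells and 100% = clavulanate BLA inhibitor control wells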
SRC1 inh = human NCOA1 inhibition; HEK293 GAL4-SRC1 luciferase reporter, luminescence; inhibition, % at 3.6 µM; 360,000 compounds, 0.12% hits;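 active = inhibition above the campaign mean plus 3 SD, with each screening campaign given its own cutoff, cut at about 60% in these data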;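 also: 0% = DMSO treated cells and 100% = gossypol at 36 µM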
Target sequence (Q15788 whole entry, looked up, the tested form may be a part): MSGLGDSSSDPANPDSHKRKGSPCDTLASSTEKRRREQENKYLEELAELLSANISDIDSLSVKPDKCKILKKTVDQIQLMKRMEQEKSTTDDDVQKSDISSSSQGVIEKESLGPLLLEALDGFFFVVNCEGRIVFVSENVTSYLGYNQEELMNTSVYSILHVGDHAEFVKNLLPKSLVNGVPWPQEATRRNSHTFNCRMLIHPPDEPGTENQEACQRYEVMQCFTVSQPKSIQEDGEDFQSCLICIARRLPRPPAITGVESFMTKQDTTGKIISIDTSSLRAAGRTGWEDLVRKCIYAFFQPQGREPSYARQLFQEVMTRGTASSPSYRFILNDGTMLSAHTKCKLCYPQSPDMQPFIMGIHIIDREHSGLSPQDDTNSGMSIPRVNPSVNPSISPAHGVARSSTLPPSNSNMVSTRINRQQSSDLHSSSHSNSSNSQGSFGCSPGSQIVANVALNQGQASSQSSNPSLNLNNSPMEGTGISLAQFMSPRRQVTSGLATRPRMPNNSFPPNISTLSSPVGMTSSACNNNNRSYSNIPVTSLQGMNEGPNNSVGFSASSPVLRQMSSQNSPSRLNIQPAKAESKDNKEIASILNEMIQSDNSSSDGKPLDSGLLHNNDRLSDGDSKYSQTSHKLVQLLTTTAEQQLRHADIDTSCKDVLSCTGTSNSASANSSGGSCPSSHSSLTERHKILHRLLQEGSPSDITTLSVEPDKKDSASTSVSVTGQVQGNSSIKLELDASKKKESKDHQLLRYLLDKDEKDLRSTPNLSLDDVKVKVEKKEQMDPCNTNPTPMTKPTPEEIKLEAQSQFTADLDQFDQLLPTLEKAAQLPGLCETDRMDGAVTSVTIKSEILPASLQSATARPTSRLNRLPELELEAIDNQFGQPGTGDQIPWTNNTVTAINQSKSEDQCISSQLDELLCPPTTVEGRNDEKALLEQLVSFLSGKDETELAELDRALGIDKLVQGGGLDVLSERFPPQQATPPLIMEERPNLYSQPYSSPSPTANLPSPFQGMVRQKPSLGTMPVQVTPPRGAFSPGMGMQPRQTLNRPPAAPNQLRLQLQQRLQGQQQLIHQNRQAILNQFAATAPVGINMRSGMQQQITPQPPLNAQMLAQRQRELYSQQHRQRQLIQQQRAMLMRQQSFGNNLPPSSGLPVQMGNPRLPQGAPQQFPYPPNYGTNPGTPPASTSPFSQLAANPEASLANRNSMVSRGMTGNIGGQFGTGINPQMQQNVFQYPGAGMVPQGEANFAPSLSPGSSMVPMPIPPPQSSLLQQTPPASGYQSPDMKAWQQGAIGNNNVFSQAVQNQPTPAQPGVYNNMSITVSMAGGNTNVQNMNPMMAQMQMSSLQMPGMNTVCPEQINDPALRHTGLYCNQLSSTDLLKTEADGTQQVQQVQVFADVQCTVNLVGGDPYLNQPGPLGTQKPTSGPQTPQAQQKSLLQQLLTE
NOD2-RIPK2 inh = NOD2-RIPK2 protein interaction inhibition. CHO BLA complementation NOD2-RIPK2, CCF4 ratio. 360,000 compounds, 0.38% hits. O43353. AID 624267. inhibition, % at 4.98 µM; in the data active = inhibition above about 21%;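 also: 0% = vehicle only and 100% = reference blocker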
SRC2 inh = human SRC2 (NCOA2) inhibition. inhibition, % at 9 µM. HEK293 GAL4-SRC2 luciferase reporter, luminescence. 370,000 compounds, 0.17% hits. Q15596. AID 651957;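 active = inhibition above the mean inhibition of all tested compounds plus 3 SD, set per campaign, cut at about 52% in these data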;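 also: 0% = DMSO treated cells and 100% = cells given Gossypol at 36 µM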
NCOA3 inh = inhibits human SRC3 coactivator | Q9Y6Q9 | HEK293 GAL4-SRC3 luciferase reporter, luminescence | inhibition, % at 3.6 µM | 360,000 compounds, 0.17% hits | AID 588352;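 active = inhibition above a per-campaign cutoff, the mean of all compounds plus 3 SD, cut at about 60% in these data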;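 also: 0% = DMSO-treated cells and 100% = gossypol-treated cells at 36 µM; higher means less SRC3-driven luciferase light from the GAL4 reporter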
* = called active by the depositor; · = not tested or not shown.

SMILES	NR2F2 inh	TROY NFkB inh	LMP1 NFkB inh	Vif imaging	C8 TRAIL sens	NR5A2 inv ag	TLR9-MyD88 block	SRC1 inh	NOD2-RIPK2 inh	SRC2 inh	NCOA3 inh
NC(=O)CC(NC(=O)Cc1cccc2ccccc12)c1ccc(NC2CCCC2)c([N+](=O)[O-])c1 (stereo not drawn)	6	-30	-12	6	-13	-24	-1	-29	-3	9	11
C=CCc1ccc(OCCn2cncn2)c(OC)c1	-3	15	-4	2	0	0	-2	-22	10	-5	14
COc1ccc(CC(=O)Nc2cccc(SC)c2)cc1OC	41*	16	26	-19	6	31	-6	18	0	11	21
COc1ccc(/C(C)=N/NC(=O)c2nnn(-c3nonc3N)c2-c2cccs2)cc1OC	2	24	1	-4	16	-7	-4	-21	-10	-19	8
Cn1c2c(c(=O)n(C)c1=O)C1c3ccccc3OCC1C(C)(C)O2 (stereo not drawn)	-7	-6	1	1	-3	-20	6	2	-13	-19	4
CCOC(=O)c1c(-c2ccccc2)csc1NC(=O)c1cc(S(=O)(=O)N2CCOCC2)ccc1C	5	-1	-5	-1	7	2	0	4	4	15	-5
CCN1CCN(C(=O)c2cc3c(=O)n(C)c4ccccc4c3n2C)CC1	-7	0	-18	6	0	-14	-1	6	-1	-8	-5
CC(C)COC(=O)Nc1nnc(SCc2ccccc2F)s1	5	-54	-6	5	2	-9	9	-9	-9	-4	-3
CCN(c1ccc(OC)cc1)S(=O)(=O)N1CCCC(C(=O)NCc2ccccc2Br)C1 (stereo not drawn)	-5	-19	-3	-3	12	-4	-8	-10	2	4	19
CCc1ccc(NC(=O)c2sc3nc4n(c(=O)c3c2C)CCC4)cc1	-16	-57	-4	-5	19	-22	14	-68	5	-67	-24
O=C(COC(=O)c1ccco1)Nc1ccc2[nH]c(=O)[nH]c2c1	1	-1	8	1	-2	-13	-6	-2	0	9	1
CCOC(=O)c1c(C)[nH]c(C)c1C(=O)COC(=O)/C=C/c1ccc(OC)cc1	-9	-92	-3	2	18	21	0	5	3	7	22
CCN(CC)C(=O)c1ccc(C(=O)Nc2ccc(F)cc2)cc1	-26	-38	-5	·	-9	-36	-2	-22	-1	-23	-15
Cc1ccc2nc(SCC(=O)c3ccc(Cl)cc3)nc(=O)n2c1	-14	-6	-5	2	4	-23	-8	-6	-5	4	-32
CCOC(=O)C1=C(Cc2ccc(F)cc2)C(=O)c2ccccc2C1=O	12	0	18	11	-2	29	16	-16	30*	18	5
CCOC(=O)C1CCN(CC(=O)N2C(C)CCCC2C)CC1 (stereo not drawn)	8	6	0	11	-3	10	-9	6	-1	-11	-7
CCOC(=O)NC(N(O)c1cccc(Cl)c1)C(Cl)(Cl)Cl (stereo not drawn)	-8	-69	·	-3	-4	-1	·	-26	-10	-25	18
Cc1cc(C(=O)CSc2nc(N)cc(=O)[nH]2)c(C)n1CCc1ccc(Cl)cc1	26	-8	12	3	12	6	-5	7	-7	8	2
CN(C)C(=O)CSc1nnc(-c2ccc(F)cc2)c2ccccc12	-1	12	-1	2	-4	8	-6	3	-6	7	9
CCc1ccc(OCC(=O)NCc2ccco2)c(Br)c1	-5	-63	-23	-1	7	-111	0	-71	-7	-17	-57
Cc1cc(NS(C)(=O)=O)c(=O)n(Cc2cccc(F)c2)c1	5	14	-16	-4	-22	17	2	-8	-8	3	-3
Cc1ccccc1C(=O)NCC(=O)OCCCOC(=O)CNC(=O)c1ccccc1C	2	3	1	·	-21	-7	-6	6	4	1	6
Cc1ccc(C)c(N2CCN(S(=O)(=O)c3c(C)noc3C)CC2)c1	2	-4	-6	12	-5	34	12	-5	7	19	-26
Cc1cccc(C)c1NC(=O)C(c1ccc(C(F)(F)F)cc1)n1c(=O)c(-c2ccco2)nc2ccccc21 (stereo not drawn)	-9	·	·	·	-10	8	·	·	-8	-45	·
OCCC1CN(Cc2cccc(-c3ccco3)c2)CCN1Cc1ccsc1 (stereo not drawn)	15	7	1	2	4	-2	-9	-14	1	-43	8
Cc1ccc(OCCOC(=O)Nc2ccccc2)cc1	-3	-52	-1	3	-3	1	6	-10	5	9	21
N#Cc1c(C(F)(F)F)cc(=O)[nH]c1SCC(=O)O	2	1	-4	5	9	-13	-5	-4	1	-18	12
CC(C)(C)N1C(=O)c2ccc(C(=O)O)cc2C1=O	2	-5	-5	3	9	10	7	-7	-9	10	-4
O=C(NCCCn1ccnc1)Nc1ccc(Cl)cc1	-9	-31	-1	12	3	0	3	-5	2	-24	-38
CC1(c2ccccc2)NC(=O)N(NC(=O)COC(=O)c2cc(Br)ccc2O)C1=O (stereo not drawn)	0	3	2	9	-5	26	-6	-2	-6	5	-11
O=C(N/N=C/c1ccccc1Br)C1CC1	3	-5	-6	-1	-5	-15	6	-3	-5	3	-4
O=C(CSc1n[nH]c(=O)[nH]c1=O)N/N=C/c1ccccc1O	-2	1	5	-5	0	8	5	-16	-3	24	-25
O=C(COc1ccc(-c2ccccc2)cc1)NNC(=O)Nc1ccc(F)cc1F	-3	-11	2	·	7	7	1	4	-13	0	-23
Cc1cc(C)c2nc(N3CCC(C(=O)NCCN4CCOCC4)CC3)sc2c1	-6	-4	-5	-10	1	-45	6	-9	-2	-2	14
COc1ccc(NC(=O)C2CC(=O)N(c3ccccc3C)C2)c(OC)c1 (stereo not drawn)	3	-11	-7	-5	1	8	4	-9	7	10	4
CSc1ccc(/C=N/N(C)S(=O)(=O)c2ccc(C)cc2)cc1	7	-12	12	-7	13	12	6	-8	-2	5	8
Cc1ccc(S(=O)(=O)NNC(=O)c2snnc2C)cc1	6	-18	1	7	-2	0	7	-19	3	-22	4
COc1ccc(OC)c(/C=N/NC(=O)c2ccc(Cn3cc([N+](=O)[O-])cn3)o2)c1	-4	-25	0	-6	2	-7	3	-4	2	7	-13
COC(=O)c1ccc2nc(-c3ccccc3)c(Cc3cccc(F)c3)n2c1	-30	-34	·	·	4	-39	·	·	-1	-50	·
COc1cccc(C(=O)C2CCCN(C(=O)CCc3scnc3C)C2)c1 (stereo not drawn)	3	-4	9	9	2	-2	12	-4	-9	-18	15
Cc1cccn2c(=O)nc(SCC(=O)N3CCCCCC3)nc12	-10	-7	-1	·	0	2	-9	1	3	-27	12
COc1ccc(/C=N/NC(=O)CNC(=O)COc2ccccc2)cc1	3	-5	-1	1	3	0	-1	11	4	11	3
COc1cc(C2SCC(=O)N2CCN2CCCCC2)ccc1O (stereo not drawn)	12	10	-3	-5	-11	-3	6	-28	10	-25	-1
O=C(N/N=C/c1ccccn1)c1cc(-c2ccccc2)nc2ccccc12	3	-82	·	2	12	9	·	5	0	-13	21
COc1c2ccccc2c(OC)c2ccccc12	2	-23	4	5	15	9	-3	-20	-16	-1	8
O=C(CN1C(=O)C2CC=CCC2C1=O)Nc1nc2ccc(F)cc2s1 (stereo not drawn)	-1	7	-6	-27	-2	-7	-1	3	-10	-18	7
COC(=O)Cn1cnc2ccccc2c1=O	-11	-4	3	18	-12	9	-15	-2	1	-25	17
O=C(NCCCNC(=O)c1ccccc1Br)c1ccccc1Br	-4	11	4	-1	-8	3	-5	0	-4	0	0
Cn1c(=O)c2[nH]c(CCCCCCCCc3nc4ccccc4[nH]3)nc2n(C)c1=O	69*	41	21	-14	31	15	2	23	-3	27	28
O=C(NCCN1CCCCC1)c1cc(COc2c(F)cccc2F)on1	18	-20	-1	2	-15	2	-2	3	2	15	6
CCn1nc(C)c(NC(=O)/C=C/c2cnn(C)c2)c1C	18	10	-2	0	-8	-8	-4	10	-14	7	4
Cc1c(NC(=O)COC(=O)Cc2ccc(Br)cc2)c(=O)n(-c2ccccc2)n1C	-4	-14	7	-1	5	20	12	-2	-15	13	11
O=C(COC(=O)/C=C/c1ccc(F)cc1)NCc1ccco1	7	-11	-2	13	2	0	-9	-4	-14	7	22
Cc1cccn2cc(-c3c[nH]c4ccccc34)nc12	-22	-74	-89	-4	6	-78	1	-69	-6	-45	-69
Cc1c(CCC(=O)N2CCC[C@H]2C(=O)O)c(=O)oc2c(C)c3oc4c(c3cc12)CCCC4	35	1	1	-5	0	-1	-5	9	2	48	-22
CC(=O)C1=C(O)C(=O)N(Cc2ccco2)C1c1ccc2c(c1)OCO2 (stereo not drawn)	11	15	8	-10	2	6	-1	11	-2	17	25
CCNc1c(NC(=O)c2cccs2)c(=O)oc2ccccc12	2	-10	1	11	-7	-4	-9	-1	-4	-26	2
O=c1[nH]ncc2c3ccccc3n(Cc3ccc(F)cc3)c12	11	23	1	-6	11	0	7	0	5	18	14
COC(=O)c1ccccc1NC(=O)C(=O)NCc1ccncc1	5	5	4	13	-4	-4	-7	12	-3	-11	12
Cn1c(=O)c2c(nc(CN3CCOCC3)n2CCc2ccccc2)n(C)c1=O	9	-4	8	·	9	5	7	15	-15	-14	1

An excerpt from above in order of the SRC1 inh value, lowest first:
molecule | NR2F2 inh | LMP1 NFkB inh | Vif imaging | NR5A2 inv ag | TLR9-MyD88 block | SRC1 inh | NOD2-RIPK2 inh | SRC2 inh | NCOA3 inh
Cc1cccn2cc(-c3c[nH]c4ccccc34)nc12 | -22 | -89 | -4 | -78 | 1 | -69 | -6 | -45 | -69
O=C(COC(=O)/C=C/c1ccc(F)cc1)NCc1ccco1 | 7 | -2 | 13 | 0 | -9 | -4 | -14 | 7 | 22
Cn1c(=O)c2[nH]c(CCCCCCCCc3nc4ccccc4[nH]3)nc2n(C)c1=O | 69* | 21 | -14 | 15 | 2 | 23 | -3 | 27 | 28

Following part
SMILES	NR2F2 inh	TROY NFkB inh	LMP1 NFkB inh	Vif imaging	C8 TRAIL sens	NR5A2 inv ag	TLR9-MyD88 block	SRC1 inh	NOD2-RIPK2 inh	SRC2 inh	NCOA3 inh
CCOC(=O)[C@]12CCCC=C1N(Cc1ccco1)C(=O)[C@H](CC(=O)NCc1ccccc1)C2	5	-25	·	·	-8	-3	·	·	-5	-21	·
CC(Oc1ccc(-c2ccccc2)cc1)C(=O)N/N=C/c1cccnc1 (stereo not drawn)	11	5	-1	1	12	13	3	7	0	8	0
CC(C)NC(=O)C1=NN(c2ccccc2)C(=O)CC1	12	-13	-4	-4	7	-3	-1	9	3	-9	-1
COc1ccccc1Cc1c(-c2ccc(OC)c(OC)c2)nc2c(Cl)cc(C(F)(F)F)cn12	-13	-49	·	·	2	-43	·	·	10	-74	·
O=C(NCCCO)C(=O)Nc1ccc2c(c1)N(S(=O)(=O)c1cccs1)CCC2	-2	1	-7	2	23	4	-13	-9	4	0	-5
COc1c(C)cc(Br)cc1C(=O)Nc1ccccc1N1CCN(C(=O)c2ccccc2)CC1	12	16	-2	·	6	4	8	5	5	4	5
CC(OC(=O)c1ccccn1)C(=O)Nc1ccc2c(c1)OCCO2 (stereo not drawn)	12	-27	-2	-1	11	3	1	-8	4	-31	13
COc1cc(/C=N/NC(=O)c2c(C)nc3ccc(Cl)cn23)cc(OC)c1OC	5	19	-5	10	2	-4	-4	-23	-5	12	-32
COC(=O)c1ccccc1NC(=O)Cn1c(=O)oc2ccc(Cl)cc21	3	8	1	-4	-3	-12	-2	9	-3	-27	6
CN(CC(=O)Nc1ccccc1Cl)C(=O)CCSc1ccc(F)cc1	6	-6	-1	-9	18	-26	1	-2	-13	1	-4
CC(C)N(C)NC(=S)Nc1ccccc1	-1	6	-4	-7	1	7	-2	-11	-2	-27	8
CCN(CC)C(=O)C[n+]1ccc(C(N)=O)cc1	22	3	1	0	-5	11	-4	11	4	-15	-2

Bioassay records as filed in PubChem.

The list is partial; rates above refer to the full screens.
